IL1B secr inh: blocks inflammasome-driven IL-1 beta release. hit rate 4.7% among 360,000. activity change, % at 57.5 µM. THP-1 LPS/ATP IL-1B secretion, AlphaLISA, 16 h; active compounds read low; in the data active = activity change below about -50%; inconclusive = mostly about -30% to -49%; note: % is set by controls: 0 for no effect and ±100 for the full control effect
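Secreted IL-1B measured by AlphaLISA bead assay after 16 h compound exposure of THP-1 cells; compounds (final up to 57.5 uM) added 1 h before LPS (250 ng/mL) and ATP (1.25 mM) stimulation; lower signal means less secretion.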
SW480 rereplic: induces DNA re-replication in SW480 colon adenocarcinoma cells; SW480 DNA re-replication, Hoechst DNA content imaging, 48 h; Potency, µM (highest dose often 46.1 µM), inactives show top-dose re-replication activation, hits mostly activators; hit rate 1.8% among 340,000; AID 624297; note: potency is the fitted concentration of half-maximal effect; % of control where 0% means no effect; nearly all actives have a fitted effect of over 55% in size
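SW480 cells exposed to compounds for 48 hr at 37 C, 5% CO2, then Hoechst-stained 40 min. Nuclear DNA content imaged by fluorescence scanning (405 nm excitation, 500-530 nm emission); re-replication scored as increased high-intensity nuclei.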
HepG2 tox: counter-screen for TGF-b inhibitors: cytotoxicity in HepG2 cells; HepG2 CAGA-GFP viability, ATP luminescence, 18 h; Potency, µM (highest dose often 46.1 µM), for inactives: top-dose activity change, negative = cytotoxicity, usual class: cytotoxic; hit rate 0.76% among 410,000; AID 588856; note: potency is the fitted concentration of half-maximal effect; some results filed as inactive show a strong effect at the top dose
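HepG2 CAGA-GFP cells (1000/well, DMEM with 1% FBS) received compound, then TGF-beta at 500 pg/mL final, and were incubated 18 hours at 37 degrees C. Viability was read by CellTiter-Glo luminescence. Media-only wells were set as complete cell-killing and DMSO as no toxicity.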
MCF10A rereplic: DNA re-replication induction in MCF 10a cells | MCF 10A DNA re-replication, Hoechst nuclear intensity, 48 h | Potency, µM (doses to about 46.1 µM), without a hit: at the highest dose activity, positive = re-replication, most hits filed as activators | hit rate 2.9% among 350,000 | AID 624296; note: potency is the fitted concentration of half-maximal effect; % of control where 0% means no effect; nearly all actives have a fitted effect of over 50% in size
S2 tox: reduces viability in counter-screen for ATXN expression inhibitors | S2 cells (HEK-293 line with an ATXN2-luciferase reporter) viability, CellTiter-Fluor protease fluorescence, 24 h | Potency, µM (highest dose often 56.7 µM), usual class: cytotoxic | hit rate 0.49% among 400,000 | AID 651635; note: potency is the fitted concentration of half-maximal effect; nearly all actives have a fitted effect of over 40% in size
HT1080 IDH1KD tx: toxicity to HT-1080 IDH1 knockdown cells (counter line); Potency, µM (titrated, usually from 46.1 µM), inactives show at the top dose activity, negative = toxicity, most hits filed as cytotoxic; hit rate 2% among 360,000; AID 686971; HT-1080 IDH1 knockdown viability, ATP luminescence, 48 h;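 note: potency is the fitted concentration of half-maximal effect; 0% = DMSO wells and -100% = cell-free medium wells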
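Using the IDH1-knockdown HT-1080 line run in the same batch and compound series as the NT line, viability after 48 h at 37 °C was determined by CellTiter-Glo luminescence and expressed as % activity.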
HT1080NT lethal: kills 2HG-producing HT-1080-NT fibrosarcoma cells; HT-1080-NT fibrosarcoma viability, CellTiter-Glo ATP luminescence, 48 h; Potency, µM (titrated, usually from 46.1 µM), without a hit: at the highest dose activity, negative = less viability, usual class: cytotoxic; hit rate 1.6% among 360,000; AID 686970;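 note: NT is the 2HG producing partner of a matched IDH1 knockdown line; potency is the fitted concentration of half-maximal effect; 0% = DMSO-treated cells and -100% = media-only wells without cells; nearly all actives have a fitted effect of over 55% in size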
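HT-1080-NT; 750 cells/well; 5% FBS RPMI; 48 h compound, 37 degrees C; CellTiter-Glo luminescence; curve fitting and curve-class assignment.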
KB-3-1 cytotox: kills parental KB-3-1 adenocarcinoma cells; hit rate 1.4% among 400,000; Potency, µM (series often up to 46.1 µM), without a hit: top-dose activity change, negative = cytotoxic, actives largely listed as cytotoxic; KB-3-1 viability, CellTiter-Glo ATP luminescence, 72 h; note: potency is the fitted concentration of half-maximal effect; % is set by controls: 0 for no effect and ±100 for the full control effect; nearly all actives have a fitted effect of over 60% in size
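Parental KB-3-1 adenocarcinoma cells in phenol-red-free DMEM with 10% FBS were pin-treated with compounds at several concentrations, incubated 72 h at 37 °C, and viability read by CellTiter-Glo luminescence; concentration-effect curves were fitted after normalization.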
ATXN2 expr inh: ATXN2 expression inhibition | HEK-293 ATXN2-luciferase reporter, luminescence, 24 h | Potency, µM (titrated, usually from 57 µM), for the others: at the top dose activity change, negative = inhibition, usual class: inhibitors | hit rate 0.72% among 360,000 | AID 1745845; note: potency is the fitted concentration of half-maximal effect; % is set by controls: 0 for no effect and ±100 for the full control effect; nearly all actives have a fitted effect of over 55% in size
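ATXN2-luciferase reporter cells (luciferase flanked by upstream and downstream ATXN2 gene portions) were treated 24 h at 37 °C with compounds at up to 57 uM. SteadyGlo luminescence gave expression; GF-AFC fluorescence gave viability.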
Numbers without * were called inactive; i = inactive; ? = inconclusive; nt = no result given; & = joins results of further samples; [ ] = dose if it differs, or a comment. Unless noted, calls come from the whole dose curve; as a rule, active = well fitted curve in the direction sought with a large enough effect; inconclusive = small, poorly fitted or top-dose-only effect, or another doubt; inactive = no such curve, though single readings can be large; an effect the other way counts as inactive or inconclusive.

SMILES	IL1B secr inh	SW480 rereplic	HepG2 tox	MCF10A rereplic	S2 tox	HT1080 IDH1KD tx	HT1080NT lethal	KB-3-1 cytotox	ATXN2 expr inh
C=C1CC2C(=O)N(Cc3cc(OC)ccc3OC)C(C(=O)OCC)(C(=O)OCC)C1N2C(=O)OC(C)(C)C (stereo unspecified)	0	4%	-4%&-30%	17%	i	3%	2%	2%	-1%
Cc1ccc(S(=O)(=O)c2nc(-c3cccs3)oc2SCc2ccc(F)cc2)cc1	nt	nt	-22%	nt	?	nt	nt	-21%	6%
CCOC(=O)c1[nH]c(C)c(/C(O)=C2\C(=O)C(=O)N(CCCN(CC)CC)C2c2cccnc2)c1C (stereo unspecified)	-12	0%[9.22 µM]	-5%	-7%	i	17%	?	0%	3%
O=C(NC1CCCCC1)c1cc(-c2cccs2)on1	-9	2%	-7%	-14%	i	4%	5%	-3%	2%
CC(=O)NNC1=Nc2ccccc2N(C)C(C)C1 (stereo unspecified)	-14	-3%	-46%	-37%[inhibitor]	i	0%	1%	5%	0%
Cc1ccc(Nc2n[nH]c(=S)s2)cc1F	8	12%	17%	18%	i	10%	6%	7%	26%
CC(C)Sc1cc(Cl)nc(NC(=O)Nc2ccccc2)n1	?	-8%	-11%	?	i	-6%	-4%	-10%	5%
CC(C)CC1(C)NC(=O)N(CC(=O)Nc2ccc(F)c(F)c2F)C1=O (stereo unspecified)	2	-10%	6%	-2%	?	7%	7%	16%	6%
CCOC(=O)C1CCN(S(=O)(=O)Cc2ccccc2)C1=O (stereo unspecified)	12	-4%	-1%	-1%	i	-1%	-3%	1%	-15%
COc1cccc(-c2cc3nc(C)cc(N4CCN(C(=O)c5ccoc5)CC4)n3n2)c1	18	nt	-15%	nt	?	-8%	3%	1%	?
O=C1CCCCC(=O)[C@H](O)C[C@H](COCc2ccccc2)O1	25	nt	nt	nt	i	22%	12%	6%	8%
Cc1cc(C)cc(NS(=O)(=O)c2coc(C(N)=O)c2)c1	25	0%	4%	-1%	i	-1%	-2%	2%	2%
COc1ccccc1CC(=O)N1CCOCC1	-4	-41%[inhibitor]	2%	-4%	i	6%	2%	2%	13%
CCOC(=O)C1=C(C)OC(N)=C(C#N)C1c1ccc(C)o1 (stereo unspecified)	?	?	3%	?	i	-1%	1%	-6%	-10%
CCC[C@@H](CNC)NC[C@H](Cc1ccccc1)NCCCCc1ccccc1	-70*	-5%	-123%	?	nt	?	?	?	25µM*
Cc1c(OCC(=O)N2C[C@H]3C[C@@H](C2)c2cccc(=O)n2C3)ccc2c3c(c(=O)oc12)CCCC3	-24	6%	-34%	?	i	0%	-5%	-1%	?
COc1ccc(C(=O)Nc2ccnn2C2CCN(Cc3ccn[nH]3)CC2)cc1	9	-14%	-1%	0%	?	1%	0%	-3%	4%
O=C(CC1NC(=O)NC1=O)Nc1ccc(Cl)cc1 (stereo unspecified)	4	-22%	7%	0%	nt	0%	-4%	-2%	nt
COc1ccc(-c2ccc3c(c2)S(=O)(=O)c2cccc(C(=O)NCCOc4ccccc4)c2C3=O)cc1OC	16	-2%	3%	?	?	3%	10%	0%	?
COc1ccc(CC(=O)Nc2ccc(-c3nc4ccccc4s3)c(C)c2)cc1	nt	nt	-2%	nt	i	nt	nt	10%	30%

Quoted from the listing:
`CCOC(=O)C1CCN(S(=O)(=O)Cc2ccccc2)C1=O` (stereo unspecified) – SW480 rereplic: -4%
`CCOC(=O)c1[nH]c(C)c(/C(O)=C2\C(=O)C(=O)N(CCCN(CC)CC)C2c2cccnc2)c1C` (stereo unspecified) – MCF10A rereplic: -7%

Other entries.
SMILES	IL1B secr inh	SW480 rereplic	HepG2 tox	MCF10A rereplic	S2 tox	HT1080 IDH1KD tx	HT1080NT lethal	KB-3-1 cytotox	ATXN2 expr inh
CC(CCc1ccccc1)NC(=O)c1ccccc1 (stereo unspecified)	11	-8%	1%	-2%	i	-3%[9.24 µM]	-1%	4%	3%
O=C(NCc1ccccn1)c1cc(-c2ccc(-c3ccccc3)cc2)nc2ccccc12	-1	-132%[inhibitor]	-32%	?	i	?	?	-8%	nt
CCc1nnc(NC(=O)CCNC(=O)c2ccccc2Cl)s1	34	-4%	-19%	8%	i	2%	8%	27%	-22%
COc1ccc(N(CC(=O)Nc2ccc3c(c2)OCCO3)S(C)(=O)=O)c(OC)c1	-16	-4%[9.22 µM]	-21%	9%[9.22 µM]	i	6%	14%	22%	18%
CCCCN(C(=O)c1cccc(S(=O)(=O)N2CCCCC2)c1)C1CCS(=O)(=O)C1 (stereo unspecified)	3	19%	1%&-4%	-1%	i	12%	15%	17%	10%
COc1cc(Cl)c(C)cc1N1C(=O)CN(Cc2ccccc2)C1=S	-9	-12%	-27%	-7%	?	-7%	-16%	-2%	nt
O=C(c1cccc(C(F)(F)F)c1)C1CCCN(Cc2cccn2-c2ncccn2)C1 (stereo unspecified)	-68*	-15%	-40%	7%	i	?	?	-6%	?
CCN(c1ccccc1)S(=O)(=O)c1ccc(OC)c(NC(=O)Cc2ccc(F)cc2)c1	?	-28%	-14%	?	i	-11%	-3%	-23%	-3%
CC(=O)c1cccc(NC(=O)CN2C(=O)c3cccnc3Oc3ccc(Cl)cc32)c1	36	?	-13%	5%	i	-6%	-10%	-3%	-1%
Cc1ccc(N(Cc2ccccc2)C(=O)c2ccc(S(=O)(=O)N3CCOCC3)cc2)cc1	-60*	-3%	12%	11%	i	2%	3%	-3%	6%
O/N=C/c1cn(-c2ccccc2)nc1-c1ccccc1	-7	6%	-32%	?	i	?	-16%	-5%	-8%
O=C(CS(=O)(=O)c1ccccc1)Nc1ccc(S(=O)(=O)Nc2ncccn2)cc1	31	-3%	15%	0%	?	16%	15%	8%	?
CCCn1c(SCC(=O)c2c(C)[nH]c(C)c2C(=O)OCC)nc2ccccc21	0	-5%	-2%	3%	i	4%	8%	-11%	-13%
CCCC(=O)N(Cc1cc(=O)[nH]c2ccccc12)c1ccc(OC)cc1	1	-6%	-6%	6%	i	-13%	-2%	-9%	-10%
Cc1ccc(S(=O)(=O)C2(C(=O)N3CCCCC3C)CC2)cc1 (stereo unspecified)	-7	-10%	-31%	14%	i	6%	1%	13%	5%
CCOC(=O)c1nc(Nc2cc(C)cc(C)c2)c2ccccc2n1	0	-21%	-31%	21%	?	-13%	-11%	0%	-19%
COc1ccc(-c2sc3cc(OC)c(OC)cc3c2-c2ccc(O)cc2)cc1	-54*	21µM*	-100%	?	?	?	?	0%	?
O=C(CCC(=O)c1ccc(Oc2ccccc2)cc1)Nc1cccc(Cl)c1Cl	-28	-15%	-6%	?	i	-17%	-2%	8%	-4%
CC(C)c1nnc(NC(=O)c2cnccn2)s1	7	-2%	-10%	1%	i	4%	3%	-4%	7%
Cc1cc(C)c(S(=O)(=O)c2ccccc2)c(OC(=O)c2cc(F)c(F)cc2Cl)n1	19	-1%	-33%	?	i	-1%	0%	7%	-17%
CC(=O)c1[nH]c(C)c(C(=O)N2CCCC(Nc3ccc(C(C)C)cc3)C2)c1C (stereo unspecified)	5	4%	-29%	6%	i	-4%	-1%	nt	-10%
CCC(CC)C(=O)NCCc1ccc(S(N)(=O)=O)cc1	1	-16%	-22%	10%	nt	6%	20%	-2%	nt
O=C(CCN1CCOCC1)NNC(=S)NC(=O)c1ccccc1	16	-90%	13%	?	i	-22%	-17%	-20%	-12%
O=C(NCCS(=O)(=O)N1CCN(c2ccccc2)CC1)C1CCCC1	-4	?	-4%	-3%	i	-4%	0%	-15%	-4%
Cc1cc(-c2nnc(SCC(=O)Nc3ccc(F)c(F)c3)n2N)n[nH]1	-1	-2%	-21%	0%	i	?	?	-1%	-8%
O=C(NCc1cccnc1)c1ccc(-c2cc(Cl)ccc2Cl)o1	-28	4%	-42%	?	i	-15%	-17%	0%	-25%
COCCNc1ccc(N2C(=O)CCCC2=O)cc1[N+](=O)[O-]	2	-10%	22%	-1%	i	14%	0%	2%	-10%
Cc1cccn2c(Nc3ccccc3)c(-c3ccccn3)nc12	-9	-1%	-25%	2%	i	-11%	?	?	?
COc1ccccc1OCC(=O)N1CCCC(Nc2ccc(C)c(C)c2)C1 (stereo unspecified)	-14	10%	-8%	?	i	-13%	-12%	nt	-17%
Cc1ccc(Oc2ccc(NC(=O)C3=CC=CN4CCS(=O)(=O)N=C34)cc2)cc1	10	-8%	-3%	10%	i	-4%	-8%	-10%	-2%
COCCNC(=O)Cn1nc(-c2ccc(Cl)cc2)c2ccccc2c1=O	-21	-6%	-3%	0%	i	-3%	-2%	-5%	1%
COC(=O)c1ccc(S(=O)(=O)NCc2ccccc2)n1C	0	-42%[inhibitor]	-171%	-1%	i	10%	23%	-5%	16%
Nc1cc2c(cc1Cl)N(Cc1ccccc1)C(=O)CO2	3	22%	1%	2%	i	0%	-3%	0%	-16%
CSc1ccc(C(c2c(C(=O)O)[nH]c3ccccc23)c2c(C(=O)O)[nH]c3ccccc23)cc1	78	?	5%	21µM*	i	-6%	-5%	-2%	3%
Nc1ccccc1Nc1cccc(C(F)(F)F)c1	-157*	-24%	-2%	0%	i	-27%	-14%	-10%	?
Cc1cc(C(=O)Nc2cccc(NC(=O)c3ccco3)c2)ccc1[N+](=O)[O-]	-79*	-9%	-15%	8%	i	-28%	-20%	11%	4%
C[C@@H]1CN([C@@H](C)CO)C(=O)CCCn2nncc2CO[C@@H]1CN(C)S(=O)(=O)c1ccc(-n2cccn2)cc1	-10	nt	-10%	nt	i	6%	8%	1%	1%
Cc1ccc(-n2ncc3c2CC(C)(C)CC3NC(=O)c2c(C)noc2C)cc1 (stereo unspecified)	-7	3%	6%	18%	i	-8%	-4%	0%	-1%

An unsorted share of the library (roughly 8.9% active in at least one column).
